Assay outcomes: PubChem, Broad Institute
LGR2 inh: inhibitors of bursicon-induced Drosophila LGR2 receptor cAMP signaling; HEK293 LGR2, CRE-luciferase, bursicon-stimulated, 4 h; inhibition, % at 9.99 µM; actives 0.35% (n = 380,000); AID 720647;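 active = drop in luminescence signal, shown as inhibition above about 50% in the replicate tests, limit read from the data, passing the limit was not always enough; inconclusive = probably only some replicates passing the limit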;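 also: agonist challenge used bursicon conditioned medium at about half maximal strength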
C2C12 statin: suppression of simvastatin myotoxicity. rescue of ATP level, % at 7.49 µM. actives 0.78% (n = 330,000). AID 602340. C2C12 myotubes + simvastatin, ATP luminescence, 48 h; scaled: DMSO 0, geranylgeraniol control 100;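 active = mean ATP rescue above about 67%, or every replicate alone reaching that limit, limit read from the data, passing the limit was not always enough; inconclusive = no clear call, values can overlap the other calls; inactive = mean under the limit and some replicate under it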;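 also: myotubes were challenged with 10 µM simvastatin during compound exposure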
PGC1a acetyl inh: lowers PGC1a acetylation signal in U2OS cells; AlphaScreen anti-acetyl-lysine; with virally co-expressed GCN5 acetyltransferase; inhibition, % at 15.6 µM; actives 0.17% (n = 350,000); AID 651687;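 active = every replicate shows inhibition of at least 40%; inconclusive = mean inhibition at least 40% but some replicate below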;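 also: 0% = neutral control wells and 100% = positive control wells; some results beyond the cut were filed as inactive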
Cneo AK release: causes C. neoformans cell lysis; actives 0.2% (n = 360,000); adenylate kinase release luminescence, 4 h; normalised: neutral wells 0, clomiphene wells 100; lysis activity, % at 15 µM; AID 651654;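 active = mean lysis activity across replicates of at least 80%, whatever share of replicates individually reach that level; inactive = mean lysis activity below 80%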
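Material – log-phase Cryptococcus neoformans yeast cells · Input – 5 × 10^6 yeast cells/mL · Medium – fresh YPD growth medium · Doses – single compound concentration per well · Timing – static 4 h at 37 °C with compound, 1 h detection · Detection – adenylate kinase release luminescence · Read-out – signal increase indicating cell lysis · Control set – Clomiphene as positive lysis control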
XiGFP reactiv: activators of X-chromosome reactivation in mouse fibroblasts | XiGFP mouse fibroblasts, % GFP-positive cells imaging, 3 d; cells co-treated with 5-aza-dC sensitizer; scaled so ellipticine positive control = 100% | activation, % at 7.58 µM | actives 0.055% (n = 360,000);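 active = mean normalized replicate activation at least 10% and every replicate at or above 10%; inconclusive = only one of the two criteria met; inactive = mean below 10% and not all replicates reach 10%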;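 also: 0% = median of on-plate neutral control wells and 100% = ellipticine 6 µM median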
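System: SV40-immortalized XiGFP fibroblast cells, line 68-5-11 / Incubation: 3-day compound exposure, then 15 min fixation at room temperature / Compound: single concentration per compound, delivered by pin transfer / Buffer or medium: DMEM plus 5-aza-dC sensitizer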
ERAP1 inh: ERAP1 (human) enzyme inhibition; Q9NZ08; recombinant ERAP1, Leu-AMC fluorescence, 60 min; inhibition, % at 10.7 µM; actives 0.15% (n = 340,000);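 active = mean replicate inhibition of at least 30%, or all replicates individually reaching that 30% level; inactive = mean below 30% and not every replicate reaching it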;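 also: 0% = neutral control wells and 100% = L-leucinethiol positive control wells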
SIRT5 inh: inhibitors of human sirtuin-5 desuccinylase. actives 1.1% (n = 330,000). inhibition, % at 15 µM. Q9NXA8. AID 652115. Purified SirT5, succinyl-peptide AMC, trypsin-coupled fluorescence; in the data active = inhibition above about 15%; inconclusive = no clear call, values can overlap the other calls
Target sequence (Q9NXA8 whole entry, looked up): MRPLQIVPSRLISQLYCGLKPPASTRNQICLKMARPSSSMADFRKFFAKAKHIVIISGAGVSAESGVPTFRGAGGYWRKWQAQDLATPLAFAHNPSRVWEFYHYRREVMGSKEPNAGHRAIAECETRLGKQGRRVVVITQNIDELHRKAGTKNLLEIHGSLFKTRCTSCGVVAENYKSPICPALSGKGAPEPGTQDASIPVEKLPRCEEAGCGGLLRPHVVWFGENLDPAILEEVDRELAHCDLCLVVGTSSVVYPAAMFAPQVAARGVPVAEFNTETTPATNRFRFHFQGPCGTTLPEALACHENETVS
S100A4 MyoIIA: inhibitors of human S100A4 binding to myosin IIA peptide; P26447; inhibition, % at 10.7 µM; actives 0.14% (n = 360,000); S100A4/TAMRA-MyoIIA peptide fluorescence polarization;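 active = mean inhibition of at least 70% across replicates, with every replicate also reaching that level; inconclusive = mean inhibition reaches 70% but some replicates fall short; inactive = mean inhibition below 70%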
Target sequence (P26447 whole entry, looked up): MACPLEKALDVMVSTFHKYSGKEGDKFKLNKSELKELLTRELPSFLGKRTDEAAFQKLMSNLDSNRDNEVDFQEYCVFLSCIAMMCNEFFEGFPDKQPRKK
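Material: S100A4 monomer protein / Buffer or medium: 50 mM HEPES pH 7.2, 10 mM CaCl2, 100 mM KCl / Times: 5 min incubation before reading / Benchmarks: neutral control DMSO, positive control TFP / Reagent: labelled myosin peptide probe, 5 nM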
The depositor's hits bear a star; ? = inconclusive; · = no result given. Some of the compounds tested. The share of hits here may be higher or lower than overall.

1. C=C[C@@]1(C)CC(=O)[C@]2(O)[C@@]3(C)[C@@H](O)CCC(C)(C)[C@@H]3[C@H](O)[C@H](OC(C)=O)[C@@]2(C)O1
2. CCN1CCN(Cc2nc3cc(NC(=O)COc4ccc([N+](=O)[O-])cc4)ccc3n2C)CC1
3. O=C(CN1C(=O)NC2(CCCCC2)C1=O)NNC(=O)C1CC1
4. C[C@@H]1CN([C@H](C)CO)C(=O)c2cc(C#Cc3ccccn3)cnc2O[C@@H]1CN(C)C(=O)CCN1CCCCC1
5. CNC(=S)Nn1cnc2ccccc21
6. O=C(CN1C(=O)NC2(CCCCCC2)C1=O)Nc1ccc(Cl)cc1Cl
7. CC(Sc1nnc(-c2ccccc2F)n1C1CC1)C(=O)NC(N)=O (configuration not stated)
8. C=CCN(CC=C)S(=O)(=O)c1ccc2nsnc2c1
9. CCCCCC(=O)N1CCCC1
10. CCCc1nc(SCC(=O)N2CCN(c3ccccc3)CC2)c2c(=O)n(C)c(=O)n(C)c2n1

compound no. | 1 | 2 | 3 | 4 | 5 | 6 | 7 | 8 | 9 | 10
LGR2 inh | -79 | 15 | -4 | 8 | 10 | · | -1 | 4 | 6 | ·
C2C12 statin | -4 | -11 | -4 | 3 | · | 7 | · | 4 | -12 | -18
PGC1a acetyl inh | 7 | 1 | 7 | 10 | -5 | 2 | 10 | -6 | · | ·
Cneo AK release | -1 | 3 | 3 | -3 | -2 | -2 | -1 | 0 | 1 | 0
XiGFP reactiv | 0.0 | 0.4 | 0.1 | 0.7 | 0.1 | 0.4 | 0.0 | · | 0.0 | 0.0
ERAP1 inh | -2 | 0 | 1 | 1 | 5 | 4 | -1 | · | 1 | -2
SIRT5 inh | 2 | 4 | 1 | 0 | -2 | -1 | -8 | · | -3 | -3
S100A4 MyoIIA | -7 | 8 | -1 | 9 | -1 | 0 | -2 | · | -3 | -2

11. COc1ccc(S(=O)(=O)Nc2cccc3c2O[C@H](CN(C)C(=O)Nc2c(C)noc2C)[C@H](C)CN([C@@H](C)CO)C3=O)cc1
12. C[C@H]1CN([C@@H](C)CO)C(=O)c2cc(N(C)C)ccc2O[C@H]1CN(C)C(=O)Nc1cccc2ccccc12
13. CN(C)CC(=O)N1CCCCN2[C@H](C1)[C@@H](c1ccc(/C=C/c3ccccc3)cc1)[C@@H]2CO
14. COc1cc(OC)cc(-c2c(C#Cc3ccsc3)c3cc(-c4ccc(SC)cc4)ccc3n2C)c1
15. CCN1CCN(C(=O)N[C@@H](C(=O)N[C@@H]2C(=O)N3C(C(=O)O)=C(CSc4nnnn4C)CS[C@H]23)c2ccc(O)cc2)C(=O)C1=O
16. CS(=O)(=O)N1CCN(c2ccc(C(=O)N3CCOCC3)cc2[N+](=O)[O-])CC1
17. O=C(Nc1ccnn1C1CCN(Cc2ccc(CO)o2)CC1)c1ccc2c(c1)OCO2
18. C[C@H](CO)N1C[C@H](C)[C@H](CN(C)Cc2ccc(C(=O)O)cc2)Oc2ccc(NC(=O)Nc3ccc4c(c3)OCO4)cc2CC1=O
19. C[C@@H]1CCCCO[C@H](CN(C)C(=O)c2ccccc2)[C@H](C)CN([C@@H](C)CO)C(=O)c2cc(NC(=O)c3ccncc3)ccc2O1
20. COCC(=O)N1C[C@H]2[C@@H](c3ccccc31)[C@H](CO)N2C(=O)C1CCCC1

compound no. | 11 | 12 | 13 | 14 | 15 | 16 | 17 | 18 | 19 | 20
LGR2 inh | 11 | 7 | 3 | 16 | 3 | 27 | -3 | -23 | 40 | -7
C2C12 statin | 11 | 12 | 10 | 14 | 2 | · | · | 24 | 26 | -9
PGC1a acetyl inh | 4 | -8 | -23 | 4 | 3 | · | -4 | 3 | 1 | 14
Cneo AK release | 4 | 1 | 5 | -2 | -1 | · | -1 | -1 | 3 | -5
XiGFP reactiv | -0.1 | 7.1 | 0.1 | 0.0 | 0.0 | 0.2 | 0.0 | -0.1 | 0.2 | 0.2
ERAP1 inh | 6 | 3 | 1 | -2 | 0 | 1 | 6 | -1 | 3 | -1
SIRT5 inh | 1 | 7 | 1 | -5 | 1 | -1 | -4 | -4 | 3 | 1
S100A4 MyoIIA | -1 | -5 | -2 | -7 | 2 | -7 | 1 | 4 | 5 | -1

Three structures out of the list, ordered by molecular weight, smallest number first:
20. COCC(=O)N1C[C@H]2[C@@H](c3ccccc31)[C@H](CO)N2C(=O)C1CCCC1
17. O=C(Nc1ccnn1C1CCN(Cc2ccc(CO)o2)CC1)c1ccc2c(c1)OCO2
14. COc1cc(OC)cc(-c2c(C#Cc3ccsc3)c3cc(-c4ccc(SC)cc4)ccc3n2C)c1

compound no. | 20 | 17 | 14
LGR2 inh | -7 | -3 | 16
C2C12 statin | -9 | · | 14
PGC1a acetyl inh | 14 | -4 | 4
Cneo AK release | -5 | -1 | -2
XiGFP reactiv | 0.2 | 0.0 | 0.0
ERAP1 inh | -1 | 6 | -2
SIRT5 inh | 1 | -4 | -5
S100A4 MyoIIA | -1 | 1 | -7

Further structures follow:
21. Cc1cc(=O)c2ccc(Cl)cc2[nH]1
22. COc1cccc(CC(=O)Nc2nc3ccccc3[nH]2)c1
23. C[C@H](CO)N1C[C@H](C)[C@H](CN(C)C)Oc2cc(C#CC3CCCC3)ccc2S1(=O)=O
24. CC(C)[C@@H]1O[C@H](CCc2ccccc2)CC2=C1C(=O)OC(C)(C)O2
25. CCOC(=O)N1CCN(C(=O)c2c[nH]c3ccc(S(=O)(=O)N(C)c4ccccc4C)cc3c2=O)CC1
26. CCc1ccccc1OCC(=O)NCC1COc2ccccc2O1 (configuration not stated)
27. Cc1ccc(NC(=O)c2cc3cccc([N+](=O)[O-])c3[nH]2)cc1
28. COc1ccc(C=O)cc1CSc1ncccc1C(=O)O
29. COc1ccc(-c2cc(=O)c3ccccc3s2)cc1
30. CCN(CC(=O)Nc1ccc(NC(C)=O)cc1)C(=O)CCN1C(=O)C2CC=CCC2C1=O (configuration not stated)

compound no. | 21 | 22 | 23 | 24 | 25 | 26 | 27 | 28 | 29 | 30
LGR2 inh | -3 | -16 | 4 | 8 | -2 | -13 | -71 | 1 | 10 | -5
C2C12 statin | 2 | -6 | 19 | · | 7 | 2 | · | 7 | -23 | 1
PGC1a acetyl inh | · | 0 | -12 | · | 0 | 11 | · | -3 | -16 | -2
Cneo AK release | 7 | -1 | -1 | · | -1 | 2 | · | 2 | -14 | ·
XiGFP reactiv | 0.1 | 0.2 | 0.5 | 0.5 | 0.0 | 0.1 | -0.1 | 0.1 | · | 0.0
ERAP1 inh | · | -1 | -6 | -2 | -1 | -5 | 2 | -10 | 1 | 1
SIRT5 inh | · | -6 | 7 | 1 | -1 | 12 | -1 | -3 | -3 | -10
S100A4 MyoIIA | · | -5 | 9 | 2 | 0 | -4 | 1 | -1 | -4 | -4

The list goes on; the last two above are carried over.
29. COc1ccc(-c2cc(=O)c3ccccc3s2)cc1
30. CCN(CC(=O)Nc1ccc(NC(C)=O)cc1)C(=O)CCN1C(=O)C2CC=CCC2C1=O (configuration not stated)
31. CCN(C)Cc1c(C(=O)N2CCc3ccccc3C2)nc2ccc(Cl)cn12
32. C[C@@H]1CN([C@H](C)CO)C(=O)CCCn2cc(nn2)CO[C@@H]1CN(C)C(=O)C1CCCCC1
33. O=C([C@@H]1CCCN1C1=NS(=O)(=O)c2ccccc21)N1CCN(c2ccccc2)CC1
34. CC1=C(C#N)C2(O)C(=O)c3ccccc3C2(O)N1 (configuration not stated)
35. Cc1cc(N2C(=O)C(O)=C(C(=O)c3cc4ccccc4o3)C2c2cccs2)no1 (configuration not stated)
36. CC1CCN(C(=O)C(Cc2ccccc2)n2cccc2)CC1 (configuration not stated)
37. Cc1ccccc1N=C1NN=C(c2ccccc2F)CS1
38. CC=Cc1ccc2n(c1=O)C[C@H]1[C@H](CO)[C@@H](C(=O)NCc3ccncc3)N(C(=O)NC3CCCC3)[C@@H]21 (mixture of isomers)
39. CCOC(=O)c1c(NC(=O)CSc2nncs2)sc(C)c1-c1ccccc1
40. CN(C)CCN(Cc1cccs1)c1ccccn1

compound no. | 29 | 30 | 31 | 32 | 33 | 34 | 35 | 36 | 37 | 38 | 39 | 40
LGR2 inh | 10 | -5 | -21 | 2 | 8 | -3 | -14 | · | · | -11 | -1 | -11
C2C12 statin | -23 | 1 | · | 6 | -7 | 2 | 1 | 3 | -84 | 8 | · | -6
PGC1a acetyl inh | -16 | -2 | · | -5 | 4 | 4 | 8 | -8 | -5 | · | · | -2
Cneo AK release | -14 | · | · | · | 1 | -1 | -5 | 3 | -3 | 0 | · | 4
XiGFP reactiv | · | 0.0 | -0.1 | 0.4 | -0.1 | 0.0 | 0.0 | 0.1 | 0.0 | 0.0 | -0.2 | 0.1
ERAP1 inh | 1 | 1 | -1 | · | -3 | -2 | -3 | 4 | 5 | 1 | -5 | -4
SIRT5 inh | -3 | -10 | -2 | · | · | 2 | 6 | -5 | -2 | -9 | 0 | -17
S100A4 MyoIIA | -4 | -4 | -13 | · | 5 | 0 | -3 | -4 | -4 | 1 | -13 | -6

41. COC(=O)C1=C(O)/C(=C/c2ccc(OCC(=O)Nc3ccc(OC)cc3)cc2)N=C1C
42. CC1Nc2ncnc(N3CCOCC3)c2N(Cc2ccc(Cl)cc2)C1=O (configuration not stated)
43. O=C1c2ccccc2C(=O)N1CC(O)COc1cccc2ccccc12 (configuration not stated)
44. CCCN(C)C[C@@H]1Oc2cc(C#Cc3ccc(OC)cc3)ccc2S(=O)(=O)N([C@@H](C)CO)C[C@@H]1C
45. C[C@H]1CN([C@@H](C)CO)C(=O)Cc2cc(NS(=O)(=O)c3ccc(F)cc3)ccc2O[C@@H]1CN(C)CC1CC1
46. CCOc1ccc(-c2nnn(CC(=O)NCc3ccc(F)cc3)n2)cc1OCC
47. CC1(C)CC(=O)C2=C(C1)N(c1ccccc1)C(=O)CC2c1ccsc1 (configuration not stated)
48. NC(=O)c1ccc(C(F)(F)F)cn1
49. COc1ccc(C(C#N)=Cc2cccc(OC)c2OC)cc1
50. O=C(OCC(=O)N1CCN(c2ccccc2)CC1)c1ccccc1OC(F)F
51. O=C(COC(=O)C1CCCCC1)NCc1ccc(Cl)cc1
52. COc1cccc(-c2nc(N3CCN(C)CC3)c3ccccc3n2)c1O

compound no. | 41 | 42 | 43 | 44 | 45 | 46 | 47 | 48 | 49 | 50 | 51 | 52
LGR2 inh | 7 | 26 | 0 | -8 | 3 | -8 | -2 | -6 | -113 | -7 | -4 | -9
C2C12 statin | 3 | 3 | · | -4 | 8 | 56 | -3 | 4 | -6 | -5 | -1 | ?
PGC1a acetyl inh | 8 | -4 | · | 11 | -2 | -2 | -1 | 1 | -2 | -33 | -7 | -15
Cneo AK release | 1 | 2 | · | 0 | 0 | 1 | 0 | 1 | 0 | 4 | 0 | ·
XiGFP reactiv | 0.0 | 0.1 | 0.0 | 0.2 | 0.0 | · | 0.2 | 0.0 | -0.1 | -0.6 | 0.3 | -0.2
ERAP1 inh | -1 | 1 | 1 | -3 | -3 | -8 | 5 | -2 | 3 | -3 | -1 | -3
SIRT5 inh | · | · | · | 1 | -2 | -3 | 1 | 32* | · | -1 | -3 | -2
S100A4 MyoIIA | 8 | -3 | 3 | -25 | -2 | 0 | -2 | 1 | -1 | -1 | -18 | 3
